Mot1-301 SUMO: inhibitors of SUMOylation pathway: yeast Mot1-301 growth rescue | 320,000 compounds, 1% hits | S. cerevisiae Mot1-301 growth rescue, ATP luminescence, 38.5C; percent above DMSO median, 100 means doubled | growth rescue, % at 18.8 µM;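 active means every valid replicate shows activation above 250% relative to neutral control wells; inactive means the rest, any valid replicate at or below 250%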;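 further: OY570 slx delta 5 strain wells were the positive control but not used for scaling; some compounds called inactive have numbers as strong as hits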
cardiac RTF act: increases calcium sensitivity of human cardiac regulated thin filaments. P19429+P45379. 340,000 compounds, 0.24% hits. IANBD-labeled TnC RTF fluorescence at EC20 calcium; 0% EC20 calcium, 100% full calcium. activation, % at 7.2 µM. AID 493008;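 active means activation above the mean over all tested compounds plus 3 SD, cut at about 30% in these data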;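 further: rise in fluorescence read as greater calcium sensitivity of cardiac thin filaments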
Cardiac RTF inh: cardiac RTF calcium desensitization; P19429+P45379; IANBD-labeled cardiac RTF, Ca2+ fluorescence; inhibition, % at 7.15 µM; 340,000 compounds, 0.12% hits;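 active means inhibition above the mean inhibition of all tested compounds plus 3 SD, cut at about 17% in these data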;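 further: assay run at fixed EC70 calcium of 1.6 mM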
Keap1-Nrf2 PPI: Keap1-Nrf2 (human) interaction inhibition | Q14145 | Keap1 Kelch-Nrf2 peptide fluorescence polarization, 1536-well | 340,000 compounds, 0.15% hits | AID 504523 | inhibition, % at 9.4 µM; in the data active means inhibition above about 12%; inconclusive means no clear call, values can overlap the other calls; inactive means below about 7.3%;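 further: human Keap1 Kelch domain with fluorescein labeled Nrf2 9mer peptide probe; 0% = neutral control wells and 100% = peptide positive control; higher means more block of Keap1 binding to Nrf2 peptide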
NSD2 inh: blocks human histone methyltransferase NSD2; 310,000 compounds, 0.54% hits; O96028; AID 743445; inhibition, % at 12.5 µM; NSD2 peptide methylation, AlphaScreen, 120 min; in the data active means inhibition above about 50%
Target sequence (O96028 whole entry, looked up): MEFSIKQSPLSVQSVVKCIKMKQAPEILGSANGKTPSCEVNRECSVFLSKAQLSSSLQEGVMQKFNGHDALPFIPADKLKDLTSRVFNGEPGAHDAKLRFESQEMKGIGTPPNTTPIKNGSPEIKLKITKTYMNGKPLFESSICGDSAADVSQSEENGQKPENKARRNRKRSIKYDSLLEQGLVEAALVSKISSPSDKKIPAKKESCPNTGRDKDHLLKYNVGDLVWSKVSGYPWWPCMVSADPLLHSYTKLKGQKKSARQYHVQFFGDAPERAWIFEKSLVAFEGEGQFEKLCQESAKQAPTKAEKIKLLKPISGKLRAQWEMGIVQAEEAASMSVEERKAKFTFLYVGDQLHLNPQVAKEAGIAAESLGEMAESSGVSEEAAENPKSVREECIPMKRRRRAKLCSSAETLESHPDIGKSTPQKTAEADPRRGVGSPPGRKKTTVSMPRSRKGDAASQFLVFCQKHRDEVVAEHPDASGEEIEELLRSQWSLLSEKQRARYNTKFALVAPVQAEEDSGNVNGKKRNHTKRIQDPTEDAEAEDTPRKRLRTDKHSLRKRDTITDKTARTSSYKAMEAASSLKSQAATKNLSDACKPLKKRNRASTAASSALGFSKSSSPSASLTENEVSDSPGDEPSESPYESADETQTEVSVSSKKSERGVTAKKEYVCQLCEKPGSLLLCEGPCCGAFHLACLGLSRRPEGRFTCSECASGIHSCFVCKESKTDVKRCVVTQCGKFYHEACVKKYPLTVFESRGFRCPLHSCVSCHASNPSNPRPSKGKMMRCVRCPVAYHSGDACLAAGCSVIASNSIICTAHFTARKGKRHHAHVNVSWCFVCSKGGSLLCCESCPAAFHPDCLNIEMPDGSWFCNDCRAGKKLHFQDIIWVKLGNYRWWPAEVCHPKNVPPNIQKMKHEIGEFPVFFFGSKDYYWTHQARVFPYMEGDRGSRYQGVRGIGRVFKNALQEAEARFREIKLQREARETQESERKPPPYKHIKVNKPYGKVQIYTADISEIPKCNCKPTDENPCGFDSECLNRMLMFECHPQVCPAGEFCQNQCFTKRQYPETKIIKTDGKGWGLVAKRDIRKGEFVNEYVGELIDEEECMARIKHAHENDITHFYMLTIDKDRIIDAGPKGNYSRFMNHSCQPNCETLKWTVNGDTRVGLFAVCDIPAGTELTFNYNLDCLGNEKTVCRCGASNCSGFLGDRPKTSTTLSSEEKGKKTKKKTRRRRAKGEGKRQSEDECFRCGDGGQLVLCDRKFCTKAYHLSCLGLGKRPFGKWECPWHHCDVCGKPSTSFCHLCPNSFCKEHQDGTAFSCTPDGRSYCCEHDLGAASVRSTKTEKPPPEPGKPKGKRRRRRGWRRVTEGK
C-LANA FP: KSHV C-LANA DNA binding inhibition; MBP-C-LANA/FAM-LBS DNA binding, fluorescence polarization; 340,000 compounds, 0.078% hits; inhibition, % at 9 µM; AID 504423;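 active means highest replicate inhibition at or above 60% at 9 µM, even if other replicates fall short; inactive means all replicates below 60% inhibition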;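 further: 0% = neutral control wells and 100% = 4 µM acridine orange control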
dFosB activator: activators of mouse delta FosB homodimer; AID 493131; P13346; 340,000 compounds, 0.99% hits; activation, % at 25 µM; purified delta FosB, TAMRA-CDK5 oligo fluorescence polarization; percent of positive-control signal above neutral wells;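 active means mean activation above about 17%, with every replicate also reaching it, limit read from the data, passing the limit was not always enough; inconclusive means only one of the two conditions met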;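 further: fluorescence polarization rise as delta FosB binds a TAMRA Cdk5 AP-1 oligo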
Rtt109 Vps75: C. albicans Rtt109 histone acetyltransferase inhibition; Q5AAJ8; purified Rtt109/Vps75, ThioGlo CoA-SH fluorescence, 4 h; inhibition, % at 34.9 µM; 330,000 compounds, 0.16% hits;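 active means inhibition of at least 50% in every replicate; inconclusive means best replicate reaches 50% inhibition but some replicates fall short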
CDK5 inh: inhibitors of human CDK5/p35 kinase; Recombinant CDK5/p35, ADP-Glo luminescence, 60 min; inhibition, % at 10 µM; 330,000 compounds, 0.01% hits; Q00535+Q15078;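 active means highest replicate inhibition of at least 50% and at least 75% of replicates reaching 50%; inconclusive means only one of the two criteria met; inactive means both criteria failed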;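 further: plate controls were DMSO neutral control for no effect and GW8510 at 10 µM for full effect; many of its hits are not listed in these tables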
PvdQ inh: P. aeruginosa PvdQ acylase inhibition | inhibition, % at 10 µM | purified PvdQ acylase, fluorescence plate reader | AID 488965 | 340,000 compounds, 0.063% hits; in the data active means inhibition above about 30%, passing the limit was not always enough; inconclusive means no clear call, values can overlap the other calls;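 further: 0% = vehicle neutral wells and 100% = reference inhibitor wells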
PfHsp90 yeast 2: growth inhibition of yeast expressing Plasmodium Hsp90; S. cerevisiae expressing PfHsp90, BacTiter-Glo ATP, 48 h; yeast lacking PDR1 and PDR3 efflux regulators; inhibition, % at 9.4 µM; 310,000 compounds, 0.32% hits; AID 504621;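 active means every replicate shows inhibition above about 80%, whatever the replicate mean, limit read from the data; inconclusive means mean inhibition reaches the set limit but some replicate falls short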;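 further: 0% = DMSO neutral controls and 100% = 20 µM radicicol positive controls; yeast relying on Plasmodium falciparum Hsp90 in place of its own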
Starred values were filed as active, the others as inactive; ? = inconclusive; / = not tested or not shown. An unsorted share of the library. Share with any hit: about 3.2%.

SMILES	Mot1-301 SUMO	cardiac RTF act	Cardiac RTF inh	Keap1-Nrf2 PPI	NSD2 inh	C-LANA FP	dFosB activator	Rtt109 Vps75	CDK5 inh	PvdQ inh	PfHsp90 yeast 2
O=C(N/N=C/c1cc2c(cc1Br)OCO2)c1cc2ccccc2o1	27.9	-0.3	-2.5	-5.4	-6.4	0.1	-7.3	0.2	-1.1	-8.5	-5.9
Cc1ccccc1C(=O)N1CCC2CC1c1cc(-c3ccc(F)cc3)ccc12 (centres undefined)	/	-1.7	-4.3	-4.4	/	-1.0	-10.2	-5.0	-0.2	-18.9	2.8
COc1ccc([C@@H]2CC=C(C(=O)O)[C@H](c3ccccc3)N2S(=O)(=O)c2ccc(C)cc2)cc1OC	-6.9	-1.4	-4.0	-0.6	/	-0.3	-1.1	-7.3	-0.5	-0.2	2.6
Cc1onc(-c2ccccc2Cl)c1C(=O)N1CCOC12CCN(c1cccc(F)n1)CC2	11.9	1.7	-6.0	2.0	-1.7	-1.1	-5.0	-3.3	-2.1	-18.6	10.4
O=C(O)c1ccc(S(=O)(=O)N2CCCCCC2)cc1	47.4	3.0	-28.1	-1.7	-5.1	-1.1	-3.3	-4.4	-0.3	-11.6	9.4
CCN(CC)S(=O)(=O)c1ccc(N2CCOCC2)c(NC(=O)CC2OC(=O)c3ccccc32)c1 (centres undefined)	-0.3	-4.1	-3.2	-9.4	0.5	1.2	-13.6	-3.7	1.9	-11.4	8.7
Cc1ccnc(NC2(C(F)(F)F)N=C(c3ccccc3)NC2=O)c1 (centres undefined)	-4.3	1.8	-1.9	-0.5	-1.6	3.1	7.9	2.3	5.0	-15.2	-21.6
CCC(C)(C)NC(=O)C(c1ccc(F)cc1)N(CCOC)C(=O)CCC(=O)Nc1nccs1 (centres undefined)	-5.1	-8.5	6.0	-7.0	0.4	-0.9	-12.3	6.8	-1.7	-11.1	1.2
CCN(CC)S(=O)(=O)c1ccc(F)c(C(=O)NCCC(C)C)c1	-6.1	-1.6	-0.1	2.8	-4.1	0.0	-13.5	-2.4	0.1	9.7	-3.1
CC(=O)N1CCc2cc(S(=O)(=O)Nc3ccc(C)cc3C)ccc21	-13.5	-3.8	-2.1	-2.8	-7.5	1.1	-0.8	-1.3	1.2	3.4	-6.6
COC(=O)c1ccc(CSc2n[nH]c(-c3ccccc3)n2)o1	-2.5	-4.5	-24.2	-0.8	8.4	0.0	0.6	4.2	-1.1	0.1	-7.2
COC(=O)CNC(=O)c1cc(OC)cc(OC)c1	0.7	-2.4	-23.4	-2.8	0.1	0.6	1.1	-1.5	0.7	-6.3	-2.5
O=[N+]([O-])c1cccc(/C=N/Nc2cc(N3CCOCC3)ncn2)c1	-5.9	-5.9	-1.0	-5.4	-0.9	0.0	-4.8	-1.3	1.3	-13.4	-29.5
CCc1cc(C(c2ccncc2)N2CCN(C)CC2)c(NC(=O)c2ccccc2)s1 (centres undefined)	-1.7	2.0	-33.3	-9.1	1.8	-1.5	-11.1	0.5	-1.0	-17.2	-20.0
COc1ccccc1CNC(=O)CSc1nc(N)c(C#N)c(-c2cccs2)c1C#N	-7.8	2.3	-12.5	-5.3	-0.2	-0.3	75.3*	-4.2	-2.5	-14.8	-15.6
CCOCC(=O)Nc1nc2ccc(S(C)(=O)=O)cc2s1	26.7	-2.8	-5.5	6.2	-2.1	6.8	-1.0	4.0	1.1	-16.0	-10.2
CCCc1cc(N2CCCC(C(=O)NCc3ccc4c(c3)OCO4)C2)n2ncnc2n1 (centres undefined)	8.2	-7.9	-0.7	-3.5	0.6	-1.0	-3.4	-8.3	1.1	5.4	-1.6
COCCN1CC(CNC(=O)c2cc(COc3ccc(C)c(C)c3)on2)CC1=O (centres undefined)	-0.5	3.5	-1.3	-0.9	-0.3	-1.6	-2.4	7.0	-1.3	-14.7	-12.0
COc1ccc(NS(=O)(=O)c2cnc[nH]2)cc1	-17.8	2.2	-14.2	-5.1	-4.0	-0.8	-1.7	-10.0	-1.1	-5.7	9.2
O=C(CCNc1ccc(F)cc1)c1cccc([N+](=O)[O-])c1	13.3	0.3	-9.7	-4.7	17.7	-0.9	-0.4	12.2	0.1	-12.3	-14.2
Cc1ccc(S(=O)(=O)N2CCN(C(=O)c3cc(-c4cccs4)nn3-c3ccccc3)CC2)cc1	8.1	0.0	2.7	0.1	/	1.2	-0.7	5.9	0.3	4.0	12.0
COc1cc(-c2nc3sc(C)c(C)c3c(=O)o2)cc(OC)c1OC	21.9	-1.5	-3.9	-5.2	-2.2	0.7	0.8	2.1	-7.5	-2.1	-22.7
CCCCc1c(C)nc2ccc(Br)cc2c1SC(N)N	/	1.7	3.5	-1.2	-9.3	-0.3	-4.7	-0.9	-2.9	0.7	-2.9
O=C1c2ccc(Cl)cc2S(=O)(=O)c2cccc(C(=O)N3CCN(c4ccc(Cl)cn4)CC3)c21	7.1	-0.4	-4.5	-7.0	/	-0.4	0.7	4.4	0.6	-17.2	-0.5
CN(C)C(=O)CCN1CCOCC1	559.9*	1.7	-4.5	-5.1	-1.1	0.7	-8.4	4.0	1.6	-0.2	21.7
Cc1ccc(Cl)c(OCC(=O)OCC(=O)c2ccc[nH]2)c1	87.7	-0.7	-1.8	-1.9	0.7	2.4	-11.3	-6.3	-2.2	-10.4	-14.6
COc1ccccc1NC(=O)CSc1ccc2nnc(-c3ccccn3)n2n1	0.0	2.4	-11.4	-1.6	/	-0.6	-8.3	2.1	1.2	-11.0	21.1
CCOC(=O)C1=C(C)N(C[C@@H]2CC[C@@H](Cc3ccc(-c4ccccc4)cc3)O2)C(=O)NC1c1ccc(SCc2ccco2)c([N+](=O)[O-])c1 (some centres undefined)	/	-4.7	-1.8	3.1	/	-1.9	-9.9	-6.3	-0.8	-11.8	-1.8
O=C(CSc1ncnc2c1nnn2-c1ccc(F)cc1)NCC1CCCO1 (centres undefined)	-7.2	3.0	-4.8	-1.5	47.6	-0.9	-9.4	-93.7	0.8	-5.7	-8.2
Cc1ccc(S(=O)(=O)Nc2nc(C)c(NC(=O)Nc3ccc(Cl)cc3Cl)s2)cc1	551.2	-0.1	-1.9	-1.4	-2.8	0.3	-1.5	6.7	-0.2	-0.3	12.1
COc1ccc(NC(=O)c2ccc3c(c2)C(=O)N(CC2CCCO2)C3=O)cc1 (centres undefined)	7.0	-7.2	-13.8	-5.6	13.0	-0.5	-2.1	0.2	-3.6	-14.4	3.9
O=C(COC(=O)c1cccnc1Cl)Nc1ccc2c(c1)OCCO2	62.0	5.2	-10.2	-8.6	/	0.4	-2.7	-9.1	0.4	-11.3	/
COc1ccc(-c2c(C#Cc3ccsc3)c3ccccc3n2C)cc1	-29.2	1.2	-5.2	-7.3	/	3.6	-7.2	-9.8	1.7	-8.8	-16.0
CC1CC(C)CN(C(=O)COC(=O)CCCN2C(=O)c3cccc4cccc(c34)C2=O)C1 (centres undefined)	-4.5	-0.8	-12.8	-6.6	1.8	2.0	-16.2	2.6	-0.4	-8.5	5.2
COc1ccc(C2=NCCn3nc4cc([N+](=O)[O-])ccc4c32)cc1	174.9	2.3	3.2	-5.4	/	0.8	2.3	0.2	1.3	4.4	19.2
COc1cc2c(cc1OC)CN(CC(=O)Nc1ccc(C)c(C)c1)CC2	-18.8	-6.1	-2.5	0.7	-0.1	-0.1	-2.4	-22.7	-0.3	-6.6	8.7
CCOc1ccc(C(=O)NC(=S)Nc2ccccc2N2CCOCC2)cc1Br	40.0	-5.6	-2.6	0.2	-4.9	-1.0	-10.6	9.6	-1.2	-2.6	-13.7
COc1ccc(OC)c(NC(=O)CSc2nnc(CNC(=O)c3ccco3)o2)c1	14.4	13.2	-4.9	-4.3	/	0.0	3.9	-3.1	1.5	-10.2	3.9
CCCS(=O)(=O)C(=C(Nc1ccccc1)Nc1ccccc1)S(=O)(=O)CCC	-1.7	0.3	-6.4	-1.5	0.0	-2.1	-1.0	-0.5	7.1	4.5	7.1
CN(C)S(=O)(=O)c1cccc(C(=O)c2nccn2C)c1	-5.4	-2.1	-0.7	-2.5	-1.7	0.8	-0.8	-10.6	-0.5	-0.7	-1.2
CCC(C)(C)NC(=O)Cc1ccc(Cl)cc1	8.3	/	/	-3.2	-8.0	-0.6	-4.6	3.9	-1.6	3.6	2.2
C=CCn1c(SCC(=O)NCc2ccccc2)nnc1-c1cc(Br)ccc1O	7.8	-1.2	-2.4	0.7	0.4	-0.6	-4.2	1.2	-3.3	-5.4	/
O=C(Nc1ncc(Cc2cccc(Cl)c2)s1)C1=NCCN1	4.6	-3.0	3.0	-1.9	-3.1	0.9	-0.2	1.2	-0.4	-1.4	1.6
Cc1cc(C)c(C)c(S(=O)(=O)N2CCC(C(=O)Nc3ccccc3N3CCOCC3)CC2)c1C	-14.0	2.2	-5.3	-2.4	0.0	3.1	-9.2	4.2	1.6	-9.1	3.4
COc1ccc(C(=O)OCC(=O)NC2CCCC2)c(OC)c1	11.7	4.7	-6.0	-0.1	-2.7	7.2	3.6	9.4	-0.6	6.0	4.8
Cc1cccc(N2CCN(C(=O)Cc3ccc(-n4c(=O)[nH]c5ccsc5c4=O)cc3)CC2C)c1 (centres undefined)	-11.6	-1.3	-1.7	2.0	1.0	1.5	-9.3	7.2	0.4	-11.1	-10.0
N=c1n(CC(=O)c2cccc([N+](=O)[O-])c2)c2ccccc2n1Cc1ccccc1	-0.5	4.7	0.9	1.1	-0.1	-0.1	6.3	8.6	0.4	-1.1	-8.9
COc1ccccc1N1CCN(/N=C/c2cc(Br)ccc2F)CC1	7.0	4.2	-1.7	-4.0	1.6	-1.1	-3.8	/	0.6	4.1	9.8
CC(C)(C)C(=O)[C@@H]1[C@@H]2C(=O)N(C3CCCCC3)C(=O)[C@@H]2[C@H]2c3ccccc3C=CN12	-2.8	-0.2	-6.8	-2.2	124.8*	-0.9	-2.6	?	3.3	10.1	4.2

A different layout for 2 compounds above.
| molecule | Mot1-301 SUMO | cardiac RTF act | Cardiac RTF inh | Keap1-Nrf2 PPI | NSD2 inh | C-LANA FP | dFosB activator | Rtt109 Vps75 | CDK5 inh | PvdQ inh | PfHsp90 yeast 2 |
| --- | --- | --- | --- | --- | --- | --- | --- | --- | --- | --- | --- |
| O=C(Nc1ncc(Cc2cccc(Cl)c2)s1)C1=NCCN1 | 4.6 | -3.0 | 3.0 | -1.9 | -3.1 | 0.9 | -0.2 | 1.2 | -0.4 | -1.4 | 1.6 |
| Cc1cc(C)c(C)c(S(=O)(=O)N2CCC(C(=O)Nc3ccccc3N3CCOCC3)CC2)c1C | -14.0 | 2.2 | -5.3 | -2.4 | 0.0 | 3.1 | -9.2 | 4.2 | 1.6 | -9.1 | 3.4 |

Screens deposited in PubChem by several laboratories.
